Source: PubChem BioAssay
aGal spleen mod: alpha-galactosidase A (human) modulation; human spleen homogenate, 4MU-alpha-Gal fluorescence, 40 min; Potency, µM (doses to about 80 µM), for the others: at the top dose activity change, negative = inhibition, usual class: inhibitors; 0.008% of 240,000 active; AID 2107;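 also: 0% = enzyme with vehicle and -100% = no enzyme basal signal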
Target sequence (P06280 32-429 limits assumed): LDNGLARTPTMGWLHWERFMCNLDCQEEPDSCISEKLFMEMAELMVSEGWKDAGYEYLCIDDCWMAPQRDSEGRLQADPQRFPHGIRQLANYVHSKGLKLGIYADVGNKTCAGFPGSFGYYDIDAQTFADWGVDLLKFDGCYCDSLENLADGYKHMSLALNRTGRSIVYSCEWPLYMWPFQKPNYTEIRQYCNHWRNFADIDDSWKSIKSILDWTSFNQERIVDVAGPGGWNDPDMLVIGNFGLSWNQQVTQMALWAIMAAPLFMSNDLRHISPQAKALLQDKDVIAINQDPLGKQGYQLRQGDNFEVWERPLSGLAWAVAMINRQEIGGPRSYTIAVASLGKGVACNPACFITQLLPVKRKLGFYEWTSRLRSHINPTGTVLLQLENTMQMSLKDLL
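Fluorogenic readout (Ex 365/Em 440 nm) of 4-methylumbelliferone released from 1 mM 4-MU-alpha-galactoside by spleen homogenate, 40 min at 37C, pH 5.0. Data normalized to no-enzyme and enzyme controls; Hill-equation AC50 from compound titrations.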
Tau FP inhib: tau fibrillization inhibition (FP); P10636; Potency, µM (doses to about 57.7 µM), without a hit: at the top dose activity, negative = inhibition, usual class: inhibitors; K18 P301L tau heparin fibrillization, Alexa594 FP, 6 h; 0.39% of 280,000 active; also: % is scaled to controls: 0 for no effect and ±100 for the full control effect; nearly all actives have a fitted effect of over 55% in size
Target sequence (P10636 561-689 P618L limits assumed): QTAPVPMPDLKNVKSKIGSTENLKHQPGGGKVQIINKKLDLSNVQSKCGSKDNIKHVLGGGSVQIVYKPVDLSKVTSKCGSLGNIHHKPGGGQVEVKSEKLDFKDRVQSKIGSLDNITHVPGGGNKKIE
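Compound effects on tau fibrillization are measured by Alexa 594 fluorescence polarization (ex 555, em 632 nm). K18 P301L tau is used at 15 uM with 0.24 uM labeled tracer, and 20 uM heparin induces aggregation over 6 hr at 37 C.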
GAA glycogen mod: alters human alpha-glucosidase cleavage of glycogen. Potency, µM (series often up to 76.4 µM), inactives show at the highest dose activity change, negative = inhibition, actives largely listed as inhibitors. P10253. AID 2100. recombinant GAA, glycogen substrate, Amplex Red glucose oxidase fluorescence. 0.38% of 300,000 active;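 also: 0% = full enzyme reaction and -100% = no-enzyme basal signal; the screen sought inhibitors and activators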
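qHTS, 1536-well; enzyme 4 nM final; cpd up to 77 uM; substrate bovine liver glycogen 30 ug; 50 mM citrate/phosphate pH 5.0, 0.01% Tween-20; 37 C, 40 min; Amplex Red detection 45 min RT; Hill fit → AC50.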
Tau ThT inhib: blocks human tau fibril formation measured by thioflavin T; recombinant tau K18 P301L, heparin-induced fibrillization, ThT fluorescence; Potency, µM (highest dose often 57.4 µM), for inactives: at the top dose activity, negative = inhibition, hits mostly inhibitors; 2.1% of 270,000 active; AID 1460; also: % is scaled to controls: 0 for no effect and ±100 for the full control effect; nearly all actives have a fitted effect of over 55% in size
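Tau K18 P301L fragment (15 uM unlabeled plus 0.24 uM Alexa 594-labeled) in 100 mM sodium acetate pH 7 with compound, fibrillization induced by 20 uM heparin for 6 hr at 37 C. Thioflavin T (30 uM) added, fluorescence read after 1 hr (ex 450, em 510 nm).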
GAA inhib: inhibitors of human lysosomal alpha-glucosidase | AID 1466 | purified human GAA, 4-MU-alpha-glucoside fluorescence | 0.005% of 200,000 active | Potency, µM (series often up to 76.9 µM), without a hit: at the top dose activity change, negative = inhibition, actives largely listed as inhibitors | P10253;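 also: plate controls were uninhibited enzyme wells for no effect and no-enzyme background for full effect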
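AC50 values come from Hill fits of compound titrations (up to 77 uM) against 4 nM human enzyme. Substrate 4-methylumbelliferyl-alpha-D-pyranoside at 400 uM, pH 5.0 citrate buffer, 20 min room temperature; fluorescence Ex 365/Em 440 after alkaline stop.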
GAA spleen mod: inhibitors or activators of human alpha-glucosidase in spleen homogenate | Potency, µM (top dose mostly 79.9 µM), for inactives: at the highest dose activity change, negative = inhibition, hits mostly inhibitors | 0.006% of 240,000 active | AID 2112 | human spleen homogenate, 4-MU-alpha-glucoside fluorescence;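 also: 0% = enzyme with vehicle and -100% = no enzyme basal signal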
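Human spleen homogenate (1 ug) incubated with compounds and 1 mM 4-methylumbelliferyl-alpha-D-glucopyranoside in pH 5.0 citrate/phosphate buffer, 37 C, 40 min. Stopped at pH 10; 4-MU fluorescence (Ex 365/Em 440 nm); AC50 by Hill fit.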
HTT cytoprotect: cytoprotection in Huntington HTT-Q103 PC12 cell model; 0.14% of 230,000 active; Potency, µM (titrated, usually from 56.4 µM), for the others: cytoprotection (ATP increase), actives largely listed as activators; PC12 HTT-Q103 induced, cytoprotection, ATP luminescence, 40 h;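 also: % of control where 0% means no effect; nearly all actives have a fitted effect of over 45% in size; toxic huntingtin expression switched on by the ecdysone agonist tebufenozide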
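Compounds were screened for protection of PC12 cells against cell death after tebufenozide induction (100 nM final) of mutant Huntingtin exon 1 (Q103) fused to GFP.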
Tau fluor cs: counter-screen for tau fibril formation inhibitors; tau K18 P301L (four-repeat tau fragment) Alexa594 fluorescence, heparin fibrillization; Potency, µM (series often up to 57.7 µM), without a hit: at the top dose activity change, negative = decrease; 0.93% of 280,000 active; AID 1463; also: % is scaled to controls: 0 for no effect and ±100 for the full control effect; nearly all actives have a fitted effect of over 55% in size
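Human K18 P301L tau (15 uM unlabeled plus 0.24 uM Alexa 594-labeled, final) in 100 mM sodium acetate pH 7 was mixed with compound and 20 uM heparin and incubated 6 hr at 37 C.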
* hit, by the source's call; ? = inconclusive; . = no result given; [ ] = another dose, or the depositor's remark. Calls follow the shape of the dose curve; as a rule, active = well fitted curve in the direction sought with a large enough effect; inconclusive = small, poorly fitted or top-dose-only effect, or another doubt; inactive = no such curve, though single readings can be large; an effect the other way counts as inactive or inconclusive. Potency is read from the fitted curve at half-maximal effect.

SMILES	aGal spleen mod	Tau FP inhib	GAA glycogen mod	Tau ThT inhib	GAA inhib	GAA spleen mod	HTT cytoprotect	Tau fluor cs
O=C(Nc1cccc(C(F)(F)F)c1)c1cccnc1N1CCN(CCO)CC1	1%	-12%	3%	-2%	-8%	-3%	7%[10 µM]	-6%
O=S(=O)(c1cccs1)N1CCCc2ccccc21	-2%	-1%	5%	6%	-1%	-2%	6%[10 µM]	-6%
O=C(NCCc1ccccc1)c1cc(-c2ccccc2)nc2n[nH]c(-c3ccccc3)c12	.	?	13%[76.3 µM]	8%	.	.	.	-16%
CN(Cc1nc(-c2cnccn2)no1)Cc1n[nH]c2c1CCCC2	1%	0%	4%	0%	-3%	2%	-3%[10 µM]	4%
COc1ccc(CN(CCC(c2ccccc2)c2ccc(OC(C)C)cc2)C(=O)CCl)cc1OC (stereo unspecified)	-9%	12%	-6%	?	10%[15.4 µM]	-3%	10%[10 µM]	-13%
O=C(Nc1ccccc1)Nc1ccncc1	0%	-2%	5%	10%	-11%	.	-52%[inhibitor]	6%
NC(=O)C1CCN(c2ncc(C(F)(F)F)cc2Cl)CC1	-4%	11%	-1%	-6%	-2%	-9%	-41%	2%
COc1cccc2cc(C(=O)N(C)C3CCN(C)CC3)c(=O)oc12	-6%	-13%	4%	5%	-3%	-3%	6%[10 µM]	-1%
Cn1c(C(=O)NCc2ccccc2F)cc2oc3ccccc3c21	.	?	8%[76.3 µM]	-4%	.	.	.	-26%
CCCN1C2=NCCN2c2cc(C)c(C)cc21	4%	-1%	-1%	3%	1%	-3%	-20%	6%

More records follow:
SMILES	aGal spleen mod	Tau FP inhib	GAA glycogen mod	Tau ThT inhib	GAA inhib	GAA spleen mod	HTT cytoprotect	Tau fluor cs
CC1(C)CC(=O)c2sc(NC(=O)Cc3cccs3)nc2C1	-12%	-1%	2%	2%	-11%	-13%	14%[10 µM]	1%
COc1ccc(-c2nc3ccccc3o2)cc1NC(=O)COc1c(C)cc(Cl)cc1Cl	.	10%	11%[76.3 µM]	-5%	.	.	.	-7%
Cc1ccc(OC(=S)Nc2ccc(O)cc2)cc1	7%	?	?	16µM*	4%	1%	13%[10 µM]	-26%
COCCSc1ccccc1C(=O)Nc1cc(C)ccn1	-2%	15%	12%	-6%	1%	-12%	19%[10 µM]	-6%
COc1ccc(NC(=O)N2CCCC(CNS(=O)(=O)c3cccs3)C2)c(C)c1 (stereo unspecified)	3%	-6%	10%	-5%	3%	-13%	10%[10 µM]	-3%
COC(=O)c1ccc(C2c3c(-c4ccccc4O)n[nH]c3C(=O)N2Cc2cccnc2)cc1 (stereo unspecified)	.	-8%	5%[76.3 µM]	7%	.	.	.	-6%
CCOc1ccc(-c2nnc(-c3cccs3)o2)cc1	-9%	-12%	-5%	?	1%	-3%	-88%[inhibitor]	-12%
CCN1CCN(c2nn3c(=O)c4ccccc4nc3c3ccccc23)CC1	-8%	-1%	-1%	-10%	-1%	-10%	-29%	-11%
Cc1cc(C)cc(OCC(=O)Nc2c(C(=O)c3ccccc3)oc3ccccc23)c1	.	-14%	12%[76.3 µM]	-4%	.	.	.	-7%
Cc1cc(Br)c(OCc2ccc(C(=O)N/N=C3\CC(=O)CC(C)(C)C3)cc2)c(Br)c1	-1%	4%	-16%	-3%	-1%	-2%	20%[10 µM]	-1%

(list continues)
SMILES	aGal spleen mod	Tau FP inhib	GAA glycogen mod	Tau ThT inhib	GAA inhib	GAA spleen mod	HTT cytoprotect	Tau fluor cs
Cn1c(=O)oc2cc(S(=O)(=O)NCCC(=O)N3CCc4ccccc43)ccc21	-8%	-9%	-3%	-10%	-1%	-12%	-13%	-10%
CCn1c2c(c3cc(OCC(C)C)ccc31)CCCC2=O	-3%	?	5%	?	-1%	-2%	-11%[10 µM]	-18%
CCC1Sc2ccccc2N(CC(=O)NCCC(C)C)C1=O (stereo unspecified)	-18%	12%	27%	-8%	1%	-3%	-6%	-11%
Cn1c(SCC(=O)c2ccc3c(c2)OCO3)nnc1C1COc2ccccc2O1 (stereo unspecified)	-1%	?	-5%	?	-8%	5%	3%[10 µM]	-15%
c1ccc(N2CCN(c3ccccc3)C2c2cccnc2)cc1	2%	3%	-16%	?	-4%	-3%	8%[10 µM]	-14%
CCOC(=O)c1c(NC(=O)CC2Nc3ccccc3NC2=O)sc(C)c1C (stereo unspecified)	7%	11%	-13%	-10%	2%	0%	13%[10 µM]	-26%
OCCCNCc1cccc2ccccc12	0%	5%	-9%	13%	-1%	11%	-20%[0.074 µM]	5%
CC(=O)N1N=C(c2cccs2)CC1c1ccco1 (stereo unspecified)	-2%	-2%	17%	-2%	?	4%	21%[10 µM]	-7%
O=C(CNS(=O)(=O)c1ccccc1)N/N=C\c1ccc(Cl)cc1	8%	?	0%	2%	1%	0%	8%[10 µM]	-18%
CCOC(=O)C1=C(Cn2cnc3ccccc32)NC(=O)NC1c1cc(C)ccc1C (stereo unspecified)	0%	-5%	-1%	-7%	-7%	-1%	-6%	-9%

Continued:
SMILES	aGal spleen mod	Tau FP inhib	GAA glycogen mod	Tau ThT inhib	GAA inhib	GAA spleen mod	HTT cytoprotect	Tau fluor cs
Cc1cccc(CSc2nc3c(c(-c4cccs4)c2C#N)CN(C)CC3)c1	10%	-4%	-9%	16µM*	-5%	3%	.	25µM*[quencher]
CC1CCCN(C(=O)CSCC(=O)Nc2nc(-c3cccs3)cs2)C1 (stereo unspecified)	-1%	10%	-4%	?	-3%	0%	-4%	-17%
CCOc1ccc(CN2CCN(Cc3ccc4c(c3)c3ccccc3n4CC)CC2)cc1	.	11%	-8%[76.3 µM]	-18%	.	.	.	-10%
Cc1ccc(S(=O)(=O)N2CCOCC2)cc1NC(=O)COC(=O)CSc1ccc(Br)cc1C	7%	-8%	-15%	-14%	?	1%	-6%	?
Cc1ccccc1N1CC(c2nc3ccccc3n2Cc2ccc(Br)cc2)CC1=O (stereo unspecified)	.	0%	-8%[76.3 µM]	-8%	.	.	.	-7%
Cc1ncc([N+](=O)[O-])n1CC(=O)NC1CCCCC1	6%	-4%	-3%	-1%	2%	5%	-9%[10 µM]	5%
C#Cc1ccc([C@@H]2C=C(C(=O)NC3CC3)O[C@H](OCC)[C@H]2CCCO)cc1	0%	3%	3%	14%	.	-9%	2%[10 µM]	18%
O=C(N/N=C/c1ccc(Cl)s1)c1ccccc1[N+](=O)[O-]	-3%	?	5%	-13%	.	-5%	22%[10 µM]	-26%
O=C(NC1=NCCS1)C1CC2CCC1C2 (stereo unspecified)	8%	-7%	0%	-6%	?	1%	10%	3%
Cc1ccc(C(=O)N/C(=C\c2cccnc2)c2nc3ccccc3[nH]2)cc1	-9%	-8%	12%	3%	0%	-5%	-14%[10 µM]	1%

With a hit mark in Tau ThT inhib, among the entries above:
SMILES	Tau FP inhib	GAA glycogen mod	Tau ThT inhib	GAA inhib	GAA spleen mod
Cc1ccc(OC(=S)Nc2ccc(O)cc2)cc1	?	?	16µM*	4%	1%
Cc1cccc(CSc2nc3c(c(-c4cccs4)c2C#N)CN(C)CC3)c1	-4%	-9%	16µM*	-5%	3%

Continued:
SMILES	aGal spleen mod	Tau FP inhib	GAA glycogen mod	Tau ThT inhib	GAA inhib	GAA spleen mod	HTT cytoprotect	Tau fluor cs
CCN(CC)S(=O)(=O)c1ccc(N2CCOCC2)c(NC(=O)C2CCCO2)c1 (stereo unspecified)	-9%	0%	2%	11%	.	1%	28%[10 µM]	12%
Cc1ccc(N/N=C/c2c(O)cc(C)oc2=O)cc1	-13%	-6%	?	?	-2%	2%	-32%	-21%
Fc1ccc(-c2nn3c(C4COc5ccccc5O4)nnc3s2)cc1 (stereo unspecified)	3%	-6%	-2%	-11%	5%	-11%	-29%	-10%
COc1ccc(CC(=O)N2CCOCC2)cc1	-1%	-2%	4%	-4%	5%	-5%	5%[10 µM]	-9%
COc1ccc(N(Cc2cccs2)C(=O)c2ccco2)cc1	.	-2%	9%[76.3 µM]	-4%	.	.	.	-11%
NS(=O)(=O)c1ccc(CCNC(=O)CCCC2=NS(=O)(=O)c3ccccc3N2)cc1	9%	-19%	5%	-5%	-6%	-4%	4%	-15%
Nc1nnc(SCC(=O)N2CCN(Cc3ccccc3)CC2)s1	0%	3%	-1%	1%	-6%	-5%	10%[10 µM]	-1%
Cc1ccc(-c2nc(NCc3cccnc3)c3ccccc3n2)cc1	3%	?	7%	?	-3%	-10%	7%[10 µM]	?
O=C(NCc1cccnc1)C1CC(=O)N(c2ccc(F)cc2)C1 (stereo unspecified)	10%	1%	-7%	-16%	-8%	8%	-7%	-19%
Oc1[nH]c2ccc(Br)cc2c1N=NC(=S)N1CCOCC1	1%	0%	3%	10µM*	.	-9%	-17%[10 µM]	?

Next part
SMILES	aGal spleen mod	Tau FP inhib	GAA glycogen mod	Tau ThT inhib	GAA inhib	GAA spleen mod	HTT cytoprotect	Tau fluor cs
CCn1c(=O)c2cc(C(=O)N3CCN(C(=O)c4ccco4)CC3)sc2c2ccccc21	5%	2%	-3%	?	.	-4%	-19%	-7%
C=CCNC(=O)CSc1nnc(-c2ccccc2Cl)n1-c1c(C)n(C)n(-c2ccccc2)c1=O	5%	-5%	-4%	-5%	2%	2%	-6%	-8%
N#CC12CCCCC1CC1CCCCC1(C#N)N2N (stereo unspecified)	-10%	-10%	7%	-7%	.	-7%	-26%[10 µM]	?
CCOc1ccc(Nc2oc(-c3ccc(COc4ccc(C)cc4)o3)nc2C#N)cc1	.	9%	?	-13%	.	.	.	?
O=C(Nc1ccc(-c2nc3cc(NC(=O)c4cccs4)ccc3o2)cc1)c1cccs1	?	-8%	9%	-12%	8%	-5%	-53%[inhibitor]	3%
COc1ccc(NC(=O)CCc2nc(-c3ccc(C)cc3)no2)cc1Cl	-3%	-2%	-12%	?	2%	-4%	-9%	-19%
NC(=O)C1(c2ccccc2)CCC(=O)N1c1ccccc1 (stereo unspecified)	3%	0%	0%	0%	2%[15.4 µM]	6%	8%[10 µM]	-7%
CCOc1ccccc1NC(=O)c1cc(C(=O)c2cc(Br)ccc2O)coc1=N	-8%	?	-1%	?	-3%	-9%	-178%[inhibitor]	?
